Bioassay records as filed in PubChem BioAssay.
M1 PAM parental – nonselective activator or artifact in parental CHO-K1 calcium assay; ATP EC20, Fluo-8 calcium fluorescence; 0% at ATP EC20, 100% at ATP max; activation, % at 3 µM; 360,000 tested, 0.02% active; AID 602247;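 active = activation above the run cutoff, the mean activation of all test compounds plus 3 SD, cut at about 40% in these data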;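 note: peak over basal fluorescence ratio in a 140 s read after ATP addition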
CRFR2-BP ag – CRF-BP/CRF-R2 complex agonism. HEK293 CRF-R2/CRF-BP, calcium dye fluorescence (FLIPR); percent of saturating CRF peptide response. activation, % at 13.2 µM. 350,000 tested, 0.46% active;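 active = activation of at least 50%, plus an integration ratio under a set limit after plate pattern correction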;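 note: plate controls were neutral control wells without compound for no effect and CRF at EC100 for full effect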
CRFR2-BP antag – blocks CRF-induced signaling of the CRF-BP/CRF-R2 complex; HEK293 CRF-R2/CRF-BP, CRF-induced calcium fluorescence; inhibition, % at 11.8 µM; 350,000 tested, 0.59% active; AID 588475;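 active = inhibition of the ligand-induced calcium signal above about 50% at the single tested concentration, limit read from the data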
TAAR1 ag – human TAAR1 agonism; Q96RJ0; CHO RD-HGA16 TAAR1, Fluo-8 calcium fluorescence; vehicle wells 0%, saturating PEA agonist 100%; activation, % at 3 µM; 360,000 tested, 0.99% active;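 active = activation above the mean activation of all test compounds in the run plus 3 SD, cut at about 38% in these data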
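System: CHO RD-HGA16 cells carrying human TAAR1 plus Gα16; Incubation: 17-24 h seeding, 75 min 37 °C dye, 30 min RT; Measured by: Fluo-8 fluorescence, 5 s baseline then 140 s kinetic read; Control set: DMSO and PEA EC100; Replication: single well for each compound.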
CHRM4 PAM – CHRM4 positive allosteric modulation | AID 624126 | activation, % at 3 µM | P08173 | CHO-K1 hM4/Gqi5, Fluo-8 calcium fluorescence, ACh EC20; 0% = ACh EC20, 100% = maximal ACh | 360,000 tested, 0.4% active;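 active = activation above its plate's cutoff, the mean activation of sample wells plus 3 SD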; note: some results filed as inactive read as strong as hits
M5 ag – CHRM5 agonism in calcium assay; P08912; CHO-K1 hM5 cells, Fluo-8 calcium fluorescence; 0% DMSO wells, 100% maximal acetylcholine response; activation, % at 3 µM; 360,000 tested, 0.19% active; AID 624037;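 active = activation above the run's mean over test compounds plus 3 SD, cut at about 23% in these data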;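 note: signal is peak over basal fluorescence ratio across the kinetic read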
Target sequence (P08912 whole entry, looked up): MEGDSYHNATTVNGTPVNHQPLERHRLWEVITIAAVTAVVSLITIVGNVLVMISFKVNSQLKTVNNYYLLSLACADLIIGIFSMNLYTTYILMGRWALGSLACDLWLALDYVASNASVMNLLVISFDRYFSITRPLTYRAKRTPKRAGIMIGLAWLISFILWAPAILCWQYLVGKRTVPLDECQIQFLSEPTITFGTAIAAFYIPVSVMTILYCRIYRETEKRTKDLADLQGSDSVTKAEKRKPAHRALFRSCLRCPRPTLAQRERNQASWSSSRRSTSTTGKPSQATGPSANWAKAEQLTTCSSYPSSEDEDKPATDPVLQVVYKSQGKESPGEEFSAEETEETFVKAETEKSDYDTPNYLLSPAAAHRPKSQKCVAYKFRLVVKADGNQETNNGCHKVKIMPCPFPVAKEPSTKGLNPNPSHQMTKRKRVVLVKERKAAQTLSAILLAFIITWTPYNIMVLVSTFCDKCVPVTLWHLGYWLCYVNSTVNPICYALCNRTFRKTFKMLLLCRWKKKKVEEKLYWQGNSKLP
TAAR1 antagonist – human TAAR1 antagonism | Q96RJ0 | CHO RD-HGA16 TAAR1, Fluo-8 calcium fluorescence, antagonist | inhibition, % at 3 µM | 360,000 tested, 1.5% active;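 active = inhibition above a per-plate cutoff, the mean inhibition of test compounds on that plate plus 3 SD, cut at about 49% in these data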;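 note: 0% = DMSO plus EC80 beta-PEA response and 100% = DMSO alone without agonist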
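System: RD-HGA16 CHO cells with stable hTAAR1 and Gα16 | Probe or stimulus: EC80 β-phenethylamine stimulus | Dosing: 3 µM, single point | Times: Dye loading 75 min at 37 °C, then 30 min room temperature | Measured by: Fluo-8 calcium-sensitive fluorescence | Read-out basis: % inhibition of agonist calcium response | Replicates: n of 1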
M5 PAM – CHRM5 positive allosteric modulation; CHO-K1 hM5, Fluo-8 calcium, ACh EC20 PAM; 0% = ACh EC20, 100% = ACh EC100; activation, % at 3 µM; 360,000 tested, 0.3% active; AID 624038;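 active = activation above the run cutoff, the mean activation of all test compounds plus 3 SD, cut at about 18% in these data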
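Probe or stimulus: acetylcholine, EC20 level; Assay system: human M5 receptor in CHO-K1 cells; Schedule: compound preincubation 140 s before EC20 acetylcholine addition; Technique: intracellular calcium via Fluo-8 fluorescence; Dosing: single-point, 3 µM nominal; Read-out basis: percent activation from peak-over-basal fluorescence ratio, scaled EC20-to-EC100 acetylcholine; Repeats: one well per compound, no replicates.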
CHRM5 antagonist – blocks acetylcholine activation of human M5 receptor; P08912; CHO-hM5 cells, Fluo-8 calcium fluorescence, ACh EC80; inhibition, % at 3 µM; 360,000 tested, 0.59% active;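 active = inhibition above a per-plate cutoff, the mean of that plate's test compounds plus 3 SD, cut at about 27% in these data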;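 note: 0% = acetylcholine EC80 with DMSO and 100% = DMSO without agonist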
Numbers without * were called inactive; . = no result given.

1: N/C(=N\OC(=O)CCn1cccc(C(F)(F)F)c1=O)c1ccc(Cl)cc1
2: c1ccc(OCCCn2nnc(-c3ccncc3)n2)cc1
3: Cc1cc(CN2CCC(n3nccc3NC(=O)c3ccccc3C)CC2)n[nH]1
4: O=C(Cc1ccc([N+](=O)[O-])cc1)OCc1c(F)cccc1Cl
5: COc1ccccc1N1CCN(/N=C/c2ccc(OC)c(OC)c2OC)CC1
6: COc1ccc(N2CCN(c3ncnc4scc(-c5ccccc5)c34)CC2)cc1
7: COc1ccccc1C(C#N)N1N=C(C)CC1c1ccccc1 (centres undefined)
8: CC(O)(c1ccc(F)c(F)c1)c1nc(-c2cccc(C#N)c2)cs1 (centres undefined)

| entry no. | 1 | 2 | 3 | 4 | 5 | 6 | 7 | 8 |
| --- | --- | --- | --- | --- | --- | --- | --- | --- |
| M1 PAM parental | 12 | -2 | 10 | 10 | 28 | 4 | 6 | -8 |
| CRFR2-BP ag | -0.5 | -0.5 | 0.2 | -1.1 | -3.5 | -1.5 | 1.3 | . |
| CRFR2-BP antag | 18 | 2 | -2 | 28 | 8 | 10 | 0 | . |
| TAAR1 ag | 0 | 3 | 3 | 1 | 0 | 2 | 3 | 0 |
| CHRM4 PAM | -7 | 2 | 0 | -6 | -2 | -9 | 4 | -1 |
| M5 ag | 3 | 3 | -3 | -2 | -2 | -5 | 1 | -3 |
| TAAR1 antagonist | -12 | -12 | -19 | 8 | -18 | -14 | -2 | 21 |
| M5 PAM | -5 | -7 | 5 | -4 | 2 | -4 | 4 | -10 |
| CHRM5 antagonist | 6 | 7 | 3 | 3 | 14 | -2 | 6 | -2 |

9: CC(=O)Oc1ccc(-c2cc3c(OC(C)=O)cc(OC(C)=O)cc3oc2=O)cc1
10: Cc1ccc(C(=O)NC(=O)CSc2nnc(C)s2)cc1
11: CCC(C)NCCCOc1c(C)cc(C)cc1Br (centres undefined)
12: Cc1ccccc1NS(=O)(=O)c1ccc(C(=O)NCC2(N3CCOCC3)CCCCC2)cc1
13: O=C(Nc1ccc(S(=O)(=O)NC2=NCCCCC2)cc1)c1cc(F)c(F)cc1Cl
14: O=C(NCc1ccco1)c1nc2c(nnn2Cc2ccccc2Cl)c(=O)[nH]1
15: COc1ccc(OC)c(NC(=O)c2cc3c(cc2Cl)N2CCCCCC2=NS3(=O)=O)c1
16: Cc1ccc(NC(=O)c2cc(N(C)C)ccc2[P+](=O)O)cc1

| entry no. | 9 | 10 | 11 | 12 | 13 | 14 | 15 | 16 |
| --- | --- | --- | --- | --- | --- | --- | --- | --- |
| M1 PAM parental | 23 | 15 | -6 | 18 | -1 | 18 | 5 | 6 |
| CRFR2-BP ag | 4.0 | -0.1 | -3.3 | -0.2 | 0.7 | 0.8 | 2.9 | -0.2 |
| CRFR2-BP antag | -3 | 18 | -65 | -3 | 8 | 26 | -5 | 12 |
| TAAR1 ag | 0 | 0 | 8 | 2 | 1 | 2 | 3 | 22 |
| CHRM4 PAM | 6 | 8 | -9 | 6 | 7 | 9 | 4 | 12 |
| M5 ag | 3 | -2 | -5 | 3 | -1 | 2 | -3 | 1 |
| TAAR1 antagonist | 16 | -12 | -11 | -25 | -10 | -53 | 2 | -18 |
| M5 PAM | -9 | 2 | -3 | -8 | 2 | 3 | -4 | -4 |
| CHRM5 antagonist | 9 | 6 | 6 | 8 | 1 | 4 | 10 | -5 |

Of the compounds above, 7 contain a carbonyl joined to an NH by a bond outside any ring:
3: Cc1cc(CN2CCC(n3nccc3NC(=O)c3ccccc3C)CC2)n[nH]1
10: Cc1ccc(C(=O)NC(=O)CSc2nnc(C)s2)cc1
12: Cc1ccccc1NS(=O)(=O)c1ccc(C(=O)NCC2(N3CCOCC3)CCCCC2)cc1
13: O=C(Nc1ccc(S(=O)(=O)NC2=NCCCCC2)cc1)c1cc(F)c(F)cc1Cl
14: O=C(NCc1ccco1)c1nc2c(nnn2Cc2ccccc2Cl)c(=O)[nH]1
15: COc1ccc(OC)c(NC(=O)c2cc3c(cc2Cl)N2CCCCCC2=NS3(=O)=O)c1
16: Cc1ccc(NC(=O)c2cc(N(C)C)ccc2[P+](=O)O)cc1

| entry no. | 3 | 10 | 12 | 13 | 14 | 15 | 16 |
| --- | --- | --- | --- | --- | --- | --- | --- |
| M1 PAM parental | 10 | 15 | 18 | -1 | 18 | 5 | 6 |
| CRFR2-BP ag | 0.2 | -0.1 | -0.2 | 0.7 | 0.8 | 2.9 | -0.2 |
| CRFR2-BP antag | -2 | 18 | -3 | 8 | 26 | -5 | 12 |
| TAAR1 ag | 3 | 0 | 2 | 1 | 2 | 3 | 22 |
| CHRM4 PAM | 0 | 8 | 6 | 7 | 9 | 4 | 12 |
| M5 ag | -3 | -2 | 3 | -1 | 2 | -3 | 1 |
| TAAR1 antagonist | -19 | -12 | -25 | -10 | -53 | 2 | -18 |
| M5 PAM | 5 | 2 | -8 | 2 | 3 | -4 | -4 |
| CHRM5 antagonist | 3 | 6 | 8 | 1 | 4 | 10 | -5 |

Next records
17: COc1ccc(NC(=O)c2cccc(NC3=NC4CS(=O)(=O)CC4S3)c2)cc1Cl (centres undefined)
18: O=C(Cc1cccs1)Nc1nc(-c2ccccc2)cs1
19: COc1ccccc1N1CCN(C(=S)Nc2ccc(F)cc2)CC1
20: O=S(=O)(N1CCOCC1)N1CCN(c2ccccc2F)CC1
21: O=C(COC(=O)c1cccs1)NC12CC3CC(CC(C3)C1)C2
22: O=C(O)CCNc1nc(-c2ccccc2)nc2ccccc12
23: Cc1sc2nc(SCC(=O)NCCOCCO)nc(N)c2c1C
24: O=C(Cn1nc(C(F)F)cc1C1CC1)NCCC1=CCCCC1
25: CCCOc1ccc(NC(=O)C2CC(=O)N3CCCN=C3S2)cc1 (centres undefined)
26: CC1(C)CC(=O)C=C(NC2CCCCCCC2)C1
27: Cc1ccc([C@H]2N[C@]3(CCCN(Cc4ccccc4)C3=O)[C@H]3C(=O)N(Cc4ccccc4)C(=O)[C@@H]23)cc1

| entry no. | 17 | 18 | 19 | 20 | 21 | 22 | 23 | 24 | 25 | 26 | 27 |
| --- | --- | --- | --- | --- | --- | --- | --- | --- | --- | --- | --- |
| M1 PAM parental | -9 | -4 | 0 | 6 | 21 | 18 | 0 | 27 | 16 | 6 | 2 |
| CRFR2-BP ag | 2.4 | 0.1 | -0.2 | -0.5 | -0.9 | 0.4 | 1.7 | -1.4 | -2.1 | -1.4 | -0.6 |
| CRFR2-BP antag | 2 | 7 | -9 | 21 | 7 | -2 | 12 | -21 | 17 | -1 | 34 |
| TAAR1 ag | 0 | 9 | 1 | . | 7 | 7 | 4 | 3 | 0 | -1 | -1 |
| CHRM4 PAM | 5 | -4 | 0 | 11 | 4 | 1 | 3 | -3 | 4 | -2 | -1 |
| M5 ag | 0 | -2 | 1 | 0 | 1 | 0 | 1 | -2 | -3 | -8 | 1 |
| TAAR1 antagonist | 11 | 24 | 2 | . | 3 | -21 | 9 | -6 | 7 | 8 | -1 |
| M5 PAM | -2 | -12 | -2 | -6 | 5 | 1 | 0 | 4 | 2 | -2 | -3 |
| CHRM5 antagonist | 1 | 6 | 2 | 1 | -6 | 1 | 7 | -8 | 4 | 0 | 20 |
